A350 autofl – compounds fluorescent in Alexa 350 spectral region; 11% of 59,000 active; AID 590; Compound autofluorescence, 340/450 nm, Alexa 350 dye-equivalents; stronger effect = higher value; max dye-equivalent concentration, M; in the data active = max dye-equivalent concentration above about 10 nM; inconclusive = mostly about 1.1 nM to 9.6 nM
Texas Red fluor – compounds fluorescent in Texas Red spectral region. Compound fluorescence, Texas Red channel, 547/618 nm; stronger effect = higher value. max dye-equivalent concentration, M. AID 587. 0.06% of 59,000 active; in the data active = max dye-equivalent concentration above about 10 nM; inconclusive = between about 1.1 nM and that limit
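qHTS profiling of intrinsic compound fluorescence; 100 mM Tris pH 8.0; 15 min RT; ex 547 / em 618 nm; response expressed as Texas Red dye-equivalent concentration from six-point plate standard.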
4-MU autofl – compounds fluorescent in 4-MU spectral region; max dye-equivalent concentration, M; 11% of 59,000 active; compound autofluorescence, 340/450 nm, 4-MU equivalents; stronger effect = higher value; in the data active = max dye-equivalent concentration above about 10 nM; inconclusive = mostly about 1.1 nM to 9.6 nM
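Intrinsic fluorescence at 340/450 nm (ex/em) was read after 15 min at room temperature in pH 8.0, 100 mM Tris. Each compound concentration expressed as 4-MU-equivalent concentration from a six-point 4-MU standard series on each plate.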
Tau filament bind – tau filament binding. 2% of 71,000 active. recombinant tau filaments, thioflavin S fluorescence, 15 h; filaments grown with octadecylsulfate alongside compound. Potency, µM (highest dose often 57.1 µM), for inactives: at the top dose activity change, negative = inhibition. P10636;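 also: potency is read from the fitted curve at half-maximal effect; % is scaled to controls: 0 for no effect and ±100 for the full control effect; actives lower thioflavin S fluorescence by blocking filaments or displacing dye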
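His-tagged recombinant human tau (exons 2, 3, 10; 1 uM final) fibrillized with 30 uM sodium octadecylsulfate, 15 h at 37 C, in pH 7.4 HEPES buffer with 10 uM thioflavine S and 5 mM DTT. Reduced ThS fluorescence (450/510 nm) marks activity.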
HEK293 cAMP ctrl – raises cAMP in parental HEK293 cells, TSHR agonist counter-screen; parental HEK293 CNG cAMP sensor, membrane potential fluorescence; Potency, µM (highest dose often 57.1 µM), without a hit: at the top dose activation, actives largely listed as activators; 2.5% of 73,000 active; AID 938; also: potency is read from the fitted curve at half-maximal effect; % of control where 0% means no effect; nearly all actives have a fitted effect of over 55% in size
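Counterscreen for endogenous-receptor signalling: CNG-channel HEK 293 cells report cAMP rise by membrane depolarization. After 60 min dye equilibration with 100 uM RO 20-1724, compounds incubated 30 min before bottom-read fluorescence at 590 nm.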
ERK AVP block – blocks ERK signaling stimulated by vasopressin; AID 995; Potency, µM (highest dose often 57.5 µM), for the others: top-dose activity, negative = inhibition, most hits filed as inhibitors; 0.99% of 72,000 active; HEK293-V1b, vasopressin-stimulated pERK AlphaScreen; also: potency is read from the fitted curve at half-maximal effect; % is scaled to controls: 0 for no effect and ±100 for the full control effect; nearly all actives have a fitted effect of over 55% in size
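V1b-HEK293 cells; cpd 30 min 37C; 25 nM vasopressin 5 min; lyse 10 min; AlphaScreen beads 5 hr RT. Normalized to DMSO basal and 25 nM vasopressin; AC50 by Hill fit.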
Casp1 inh – caspase-1 (human) inhibition, allosteric or competitive; P29466; Caspase-1 enzyme, Ac-WEHD-AFC fluorogenic rate; Potency, µM (top dose mostly 57.5 µM), for inactives: at the top dose activity change, negative = inhibition, hits mostly inhibitors; 0.03% of 75,000 active; AID 900;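 also: potency is read from the fitted curve at half-maximal effect; plate controls were vehicle for no effect and no substrate for full effect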
Rhodamine fluor – rhodamine region autofluorescence; Rhodamine-region fluorescence, 547/598 nm, Tris buffer; stronger effect = higher value; max dye-equivalent concentration, M; 0.05% of 59,000 active; in the data active = max dye-equivalent concentration above about 11 nM; inconclusive = between about 1.1 nM and that limit
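A six-point rhodamine series on each plate calibrates the signal. Compounds sit in 100 mM Tris (pH 8.0) for 15 min at ambient temperature before imaging through 547 nm/598 nm filters.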
FLuc inh – blocks Photinus pyralis firefly luciferase activity; AID 411; 2.2% of 72,000 active; purified firefly luciferase, luminescence, 8 min; Potency, µM (highest dose often 57.1 µM), inactives show at the highest dose activity change, negative = inhibition, hits mostly inhibitors; P08659; also: potency is read from the fitted curve at half-maximal effect; % is scaled to controls: 0 for no effect and ±100 for the full control effect; nearly all actives have a fitted effect of over 40% in size
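Here, luciferase activity is measured as luminescence following an 8 min room-temperature reaction at 10 uM ATP, pH 7.2. Every library sample is titrated.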
Casp7 inh – blocks human caspase-7 allosterically or competitively. P55210. recombinant caspase-7, Ac-DEVD-AFC fluorescence rate. 0.02% of 75,000 active. AID 889. Potency, µM (doses to about 57.5 µM), for the others: at the highest dose activity change, negative = inhibition, actives largely listed as inhibitors; active = well fitted inhibition curve with a large enough effect in the main read-out, with a control signal flat, not every such curve was filed as active; inconclusive = small, poorly fitted or top-dose-only effect, or a change in a side signal; also: potency is read from the fitted curve at half-maximal effect; % of control where 0% means no effect
Fluorescein autfl – compound fluoresces in the fluorescein spectral region | Compound autofluorescence, 480/540 nm, fluorescein-equivalent; stronger effect = higher value | max fluorescein-equivalent concentration, M | 0.91% of 59,000 active | AID 593; in the data active = max fluorescein-equivalent concentration above about 10 nM; inconclusive = between about 1.1 nM and that limit
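Each compound is tested across a concentration series in 100 mM Tris buffer at pH 8.0. After 15 min at room temperature, plates are imaged with 480 nm excitation and 540 nm emission filters, and intensities are converted to fluorescein-equivalent values.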
Starred values were filed as active, the others as inactive; i = inactive; ? = inconclusive; nt = no result given; [ ] = dose if it differs, or a comment. Unless noted, calls follow the shape of the dose curve; as a rule, active = well fitted curve in the direction sought with a large enough effect; inconclusive = small, poorly fitted or top-dose-only effect, or another doubt; inactive = no such curve, though single readings can be large; an effect the other way counts as inactive or inconclusive.

Order of values: A350 autofl | Texas Red fluor | 4-MU autofl | Tau filament bind | HEK293 cAMP ctrl | ERK AVP block | Casp1 inh | Rhodamine fluor | FLuc inh | Casp7 inh | Fluorescein autfl
> Cc1cc(C)n(CC2CC(=O)N(c3ccc(C)c(Cl)c3)C2=O)n1 (stereo not given)
→ i | i | i | nt | nt | nt | nt | i | -0.7%[25.5 µM] | nt | ?
> COc1ccccc1NC(=O)C(C)N1CCN(C/C=C/c2ccccc2)CC1 (stereo not given)
→ i | i | i | 10.5% | ? | 24.6% | -2.3% | i | 2.0% | -3.4% | i
> CC(C)(C)S(=O)(=O)c1ccccc1C(=O)O
→ ? | i | ? | 3.6% | 8.8% | 21.4% | -3.0% | i | 2.1% | -1.1% | i
> Cc1ccc(S(=O)(=O)N[C@H](C(=O)N2CCC(C(=O)N3CCC[C@H]3C(=O)O)CC2)C(C)C)cc1
→ ? | i | i | -6.3% | 11.1% | -10.3% | -1.6% | i | 5.5% | -1.1% | i
> CCN(CC)CCCCn1c(-c2ccccc2)nc2c(N3CCOCC3)nc(C)nc21
→ nt | nt | nt | 10.6% | 25.0% | 23.4% | -0.9% | nt | nt | 0.4% | nt
> O=C(c1ccccc1)c1cc2ccccc2o1
→ i | i | i | -4.7% | 17.2% | 38.1%[activator] | -2.0% | i | -24.3% | 2.1% | ?
> COc1ccccc1CN1CC(C(=O)NCc2cccnc2)CC1=O (stereo not given)
→ i | i | i | -2.6% | -0.6% | 3.3% | 0.2% | i | 2.5% | 0.9% | i
> Cc1ccc(Cl)cc1N1CCN(Cc2nc3c(c(=O)[nH]c(=O)n3C)n2Cc2ccccc2F)CC1
→ nt | nt | nt | -18.4% | -5.3% | nt | 1.3% | nt | 2.7% | 1.4% | nt
> O=C(O)C[C@H](Cc1ccccc1Cl)C(=O)O
→ i | i | i | -5.9%[11.4 µM] | 2.9%[11.4 µM] | 6.4%[11.5 µM] | -1.2%[11.5 µM] | i | 1.6%[11.4 µM] | 1.1%[11.5 µM] | ?
> Cc1cc(N2C(=O)C(=O)/C(=C(/O)c3ccc(Cl)cc3)C2c2cccc(Br)c2)no1 (stereo not given)
→ i | i | i | 2.3% | ? | -12.5% | -1.0% | i | 1.5% | -3.2% | i
> COc1cccc2cc(C(C)N(CCCN3CCOCC3)C(=O)Nc3ccccc3)oc12 (stereo not given)
→ i | i | i | -2.6% | 28.7% | -12.4% | 2.3% | i | -1.1% | 2.9% | i
> Cc1nc2ccccc2c2oc(C(=O)N3CCN(C4CCCCC4)CC3)cc12
→ nt | nt | nt | 12.5% | 11.8% | -29.9% | 0.8% | nt | 2.9% | -0.2% | nt
> CN(C)/C=C1\C=C(c2ccccc2)OC1=O
→ ? | i | ? | -18.0% | -0.4% | 15.6% | -1.5% | i | 0.9% | -2.4% | i
> CCOc1ccc(OCC)c(NC(=O)C2COc3ccccc3O2)c1 (stereo not given)
→ i | i | i | 27.9% | 31.6µM* | 11.6% | -3.4% | i | 0.2% | -0.2% | ?
> CCN(CC)S(=O)(=O)N1CCC(C(=O)NC2CCCC2)CC1
→ i | i | i | -11.6% | 4.3% | -24.4% | -1.0% | i | 0.4% | 1.3% | i
> Cc1onc(-c2ccccc2)c1C(=O)N1CCCc2ccccc21
→ nt | nt | nt | -5.1%[11.4 µM] | 16.5%[11.4 µM] | -12.7% | -2.6% | nt | 1.1% | 0.6% | nt
> COCCNC(=O)c1ccccc1-c1ccccc1C(=O)O
→ i | i | i | 44.1% | 7.6% | ? | -3.5% | i | 0.1% | 0.4% | i
> COc1ccc(CNC(=O)Nc2ccc(OC)cc2)cc1
→ i | i | i | 82.7% | 4.1% | -9.6% | 0.7% | i | 0.4% | -0.2% | ?
> CCC(Sc1nccn1C)C(=O)Nc1cccc2ccccc12 (stereo not given)
→ nt | nt | nt | -3.7%[11.4 µM] | -3.0%[11.4 µM] | 15.4% | -5.0% | nt | 1.7% | 1.2% | nt
> Cc1cc(Nc2ccc(C(C)C)cc2)n2ncnc2n1
→ nt | nt | nt | 4.0% | 4.7% | -25.0% | 2.3% | nt | -17.1% | -3.2% | nt
> Cc1noc(C)c1-c1nc(NC2CC2)c2ccccc2n1
→ i | i | i | -6.4% | ? | ? | -5.1% | i | 1.3%[2.29 µM] | -5.6% | i
> O=C(O)CCSSCCC(=O)O
→ nt | nt | nt | 2.4% | -11.8% | 3.6% | -0.5% | nt | nt | -0.1% | nt
> CC(C)N1CCc2c(sc(NC(=O)c3ccc(S(=O)(=O)N4CCOCC4)cc3)c2C(N)=O)C1
→ nt | nt | nt | i | -2.3% | nt | -13.8% | nt | 1.8% | -12.6% | nt
> COCCN1C(=O)c2oc3ccccc3c(=O)c2C1c1cccc(O)c1 (stereo not given)
→ nt | nt | nt | 7.1% | 0.0% | -18.9% | 2.8% | nt | -0.2% | 0.4% | nt
> CCN1CCC2(CC1)C(C#N)=C(N)Oc1c2sc2nc(C)cc(C)c12
→ ? | i | ? | 111.7% | 16.3% | ? | ? | i | -1.9% | ? | ?
> CCCc1[nH]nc2c1C(/C(C)=C/c1ccccc1)C(C#N)=C(N)O2 (stereo not given)
→ i | ? | i | 11.1% | 8.8% | 12.0% | -2.9% | i | -4.1% | -1.4% | i
> CC(=O)N1C(=O)C(=C2C=C(C)OC(C)=C2)c2ccccc21
→ i | i | i | i | 3.5% | 22.9% | ? | i | 0.6% | -7.0% | 2.26e-07M*
> COc1ccc(C(O)C(CC(=O)NCCCOC(C)C)C(=O)NCCCOC(C)C)cc1OC (stereo not given)
→ i | i | i | 0.4% | 8.7% | 3.3% | -0.4% | i | 2.4% | -1.0% | ?
> COc1ncc2nc(CCc3ccccc3)c(=O)n(C3CC3)c2n1
→ i | i | i | 0.4% | 19.3% | -11.8% | -1.1% | i | -0.5%[11.4 µM] | -2.1% | i
> O=S(=O)(O)c1ccc(-c2nnc(-c3ccccn3)nc2-c2ccc(S(=O)(=O)O)o2)o1
→ i | i | i | -15.1%[11.4 µM] | -0.8%[11.4 µM] | 6.9%[11.5 µM] | -2.0%[11.5 µM] | i | 0.4%[11.4 µM] | -2.7%[11.5 µM] | i
> CC(=NCCc1ccccc1)C1=C(O)COC1=O
→ nt | nt | nt | 18.7% | 4.9% | -10.9% | -8.3% | nt | 3.7% | -1.2% | nt
> CCCn1c(=C(C#N)C#N)s/c(=C2\C=Cc3ccccc3N2CC)c1=O
→ ? | ? | i | -20.0% | -74.3%[inhibitor] | 7.3% | 1.5% | ? | 0.2% | 6.4% | 2.1e-08M*
> O=C(Cn1c(C(=O)NCCCN2CCOCC2)cc2sccc21)c1ccccc1
→ i | ? | i | 26.9% | ? | -16.4% | 0.2% | i | 1.3% | -0.2% | i
> CN1CCN(CCCNC(=O)c2ccc3c(c2)N(Cc2ccccc2)CCS3)CC1
→ nt | nt | nt | -13.8% | 1.8% | -20.3% | -15.0% | nt | 0.2% | -27.0% | nt
> Cc1nn(C)c(C)c1NC(=O)CN1CCC(O)(c2ccc3c(c2)OCO3)CC1
→ i | i | i | -2.2% | 4.7% | -12.0% | -2.5% | i | -1.1% | -0.5% | i
> COc1ccc(CCN2C(=O)CC(N3CCOCC3)C2=O)cc1 (stereo not given)
→ i | i | i | -7.2% | 7.2% | 16.6% | 2.7% | i | 0.9% | -2.3% | i
> O=C(NCCCn1ccnc1)Nc1ccc(Cl)cc1
→ i | i | i | -5.4% | -7.2% | -12.3% | 0.5% | i | -3.9% | 0.5% | i
> CCOC(=O)N1CCN(C(=O)CN(c2cccc(C(F)(F)F)c2)S(C)(=O)=O)CC1
→ nt | nt | nt | 8.2% | 14.4% | 18.6% | 0.0% | nt | 2.5% | -0.2% | nt
> Cc1ccccc1Nc1ncnc2c1cnn2-c1ccccc1
→ nt | nt | nt | -10.4% | ? | nt | 3.6% | nt | 12.6µM* | 2.1% | nt
> CCC(=O)c1cc(-c2nc3ccccc3n2C)n(C)c1
→ i | i | i | 4.3% | 4.8% | ? | -2.4% | i | -1.1% | -3.8% | i
> Cc1cc(C)n(-c2nc3c(c(=O)[nH]c(=O)n3C)n2Cc2cccc(Br)c2)n1
→ i | i | i | 5.8% | ? | -11.8% | -1.7% | i | 2.6% | -11.8% | i
> COCCN1C(=O)C(CC(=O)Nc2ccc(C(C)=O)cc2)SC1=Nc1ccccc1 (stereo not given)
→ i | ? | i | -2.0% | -34.2%[inhibitor] | -11.9% | 2.9% | i | 0.6% | -7.6% | ?
> COc1cccc(C(=O)Nc2ncc3c(n2)CC(c2ccc(OC)cc2OC)CC3=O)c1 (stereo not given)
→ i | i | i | -12.3% | ? | -4.5% | -3.5% | i | -1.4% | -1.9% | i
> Cn1ccnc1SCC(=O)Nc1ccc2ccccc2c1
→ i | i | i | -6.9% | 1.6% | -4.8% | 4.1% | i | 12.6µM* | 0.3% | i
> Cc1cc(OCCCn2ccnc2)cc(C)c1Cl
→ nt | nt | nt | -10.7%[11.4 µM] | 24.3%[11.4 µM] | 25.1µM* | 0.9% | nt | -1.1% | 0.8% | nt
> CC1=C(C(N)=O)C(c2cccnc2)n2nc(SCc3ccccc3Cl)nc2N1 (stereo not given)
→ i | i | i | 9.3% | 18.4% | 19.2% | -2.2% | i | 0.2% | 2.6% | ?

Source: PubChem

Some of the compounds tested; count on the stated rates, not on these rows.
